GCN5L2 inh: qHTS Assay for Inhibitors of GCN5L2; actives 0.21% (n = 390,000); Potency, µM (doses to about 58.9 µM), without a hit: at the highest dose activity change, negative = inhibition, hits mostly inhibitors; AID 504327, 2011; GCN5L2 HAT assay, ThioGlo1 CoA-SH fluorescence; Histone acetyltransferase KAT2A (Homo sapiens), Q92830
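GCN5L2 (20nM final) in 50mM HEPES, 0.1mM EDTA pH 7.5, 0.01% Tween-20 was preincubated 15 min at room temperature with compound, then given ThioGlo1 (50uM), H3(1-25) peptide (75uM) and acetyl-CoA (70uM); CoA-thiol fluorescence (Ex340/Em540) was read at 0 and 20 min.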
TDP1 block: qHTS Assay for Inhibitors of Tyrosyl-DNA Phosphodiesterase (TDP1) | Tyrosyl-DNA phosphodiesterase 1 (Homo sapiens), Q9NUW8 | recombinant TDP1, AlphaScreen DNA substrate cleavage | Potency, µM (doses to about 130 µM), for the others: at the highest dose activity change, negative = inhibition, actives largely listed as inhibitors | actives 0.28% (n = 350,000); note: nearly all actives have a fitted effect of over 40% in size
Target sequence (Q9NUW8 whole entry, looked up): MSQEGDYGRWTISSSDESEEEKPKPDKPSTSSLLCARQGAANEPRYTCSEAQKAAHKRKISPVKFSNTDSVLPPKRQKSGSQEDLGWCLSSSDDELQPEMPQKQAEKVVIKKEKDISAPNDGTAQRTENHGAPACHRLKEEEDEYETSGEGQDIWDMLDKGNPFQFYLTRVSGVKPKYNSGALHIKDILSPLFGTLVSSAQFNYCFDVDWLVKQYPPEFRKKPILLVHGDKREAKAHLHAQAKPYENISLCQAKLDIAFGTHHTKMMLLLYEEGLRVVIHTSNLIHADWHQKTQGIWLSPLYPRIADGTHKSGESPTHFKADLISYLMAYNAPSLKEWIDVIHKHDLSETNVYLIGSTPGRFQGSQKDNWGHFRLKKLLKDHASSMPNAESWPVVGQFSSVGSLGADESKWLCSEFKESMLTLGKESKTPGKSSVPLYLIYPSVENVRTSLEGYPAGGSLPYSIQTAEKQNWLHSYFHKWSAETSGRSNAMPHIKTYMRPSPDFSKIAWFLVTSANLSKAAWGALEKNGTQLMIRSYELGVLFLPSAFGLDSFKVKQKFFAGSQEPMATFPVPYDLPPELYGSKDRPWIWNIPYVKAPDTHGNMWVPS
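Signal: AlphaScreen proximity between streptavidin donor and anti-FITC acceptor beads on intact substrate. Reaction: Tdp1 1 nM, substrate 15 nM final, 5 min RT after 15 min compound preincubation.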
TDP1 cell noCPT: qHTS for Inhibitors of human tyrosyl-DNA phosphodiesterase 1 (TDP1): qHTS in cells in absence of CPT. DT40 Tdp1-/- hTDP1 cells, no CPT, ATP luminescence, 48 h. Potency, µM (top dose mostly 46.2 µM), without a hit: top-dose activity change, negative = growth inhibition, most hits filed as inhibitors. actives 15% (n = 420,000); note: nearly all actives have a fitted effect of over 55% in size
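Chicken DT40 Tdp1-/- cells complemented with human TDP1, screened without camptothecin (DMSO vehicle only), 400 cells/well. Compounds pin-transferred, cells incubated at 37 °C for at least 48 hr. Growth read as ATP-dependent luminescence (CellTiter-Glo, 30 min at RT).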
The depositor's hits bear a star; ? = inconclusive; . = no result given; & = joins results of further samples; [ ] = another dose, or the depositor's remark. Calls come from the whole dose curve; as a rule, active = well fitted curve in the direction sought with a large enough effect; inconclusive = small, poorly fitted or top-dose-only effect, or another doubt; inactive = no such curve, though single readings can be large; an effect the other way counts as inactive or inconclusive. % is set by controls: 0 for no effect and ±100 for the full control effect; potency is the fitted concentration of half-maximal effect.

#1 COCCCNC(=O)c1c(F)c(F)c(F)c(F)c1F
#2 O=C(Nc1ccc(Cl)cc1)Nc1ccccc1NS(=O)(=O)c1cccs1
#3 CCOC(=O)c1c(NC(=O)/C=C\C(=O)O)sc(C)c1-c1ccccc1
#4 CCCCC(c1nnnn1CS(=O)(=O)c1ccc(C)cc1)N1CCC(C(N)=O)CC1 (stereo unspecified)
#5 Cc1ccc(Cl)cc1-n1ncc2c(NCCc3ccccc3)ncnc21
#6 CN(Cc1ccc(Cl)cc1)C(=O)CNC(=O)C12CC3CC(CC(C3)C1)C2
#7 O=C(CSc1nc(-c2ccco2)nc2cc(=O)[nH]n12)Nc1ccccc1Cl
#8 COc1ccc(-c2nc3c(c(SCC(=O)N4CCCCC4)n2)Cc2cc(Cl)ccc2O3)cc1
assay / compound | 1 | 2 | 3 | 4 | 5 | 6 | 7 | 8
GCN5L2 inh | 0% | -7% | -1% | -7% | -6% | 0% | 18% | 2%
TDP1 block | 0% | 3% | 6% | 2% | 5% | 1% | . | 6%
TDP1 cell noCPT | 12% | -29% | ? | -20% | 21µM* | ? | 3% | 1%

#9 Cc1cccc(C)c1NC(=O)COc1ccccc1C(=O)Nc1ccc(Br)cn1
#10 NC(=O)Cc1cn(-c2ncc(C(F)(F)F)cc2Cl)c2ccccc12
#11 Cc1cc2oc(=O)cc(-c3cc4ccccc4o3)c2cc1O
#12 CCOc1ccc(N(CC(=O)N2CCCC2)S(=O)(=O)c2c(C)noc2C)cc1
#13 CCOc1ccc(CCNC(=O)c2cc3sc(Cl)cc3n2C)cc1OCC
#14 CCCCNC(=O)c1cc(-c2ccc(OC)cc2)nc2n[nH]c(-c3cccc([N+](=O)[O-])c3)c12
#15 COc1cc(NC(=O)c2cc(-c3ccco3)on2)c(OC)cc1Cl
#16 O=C(Nc1ccccc1)Nc1nnc(-c2ccccc2)o1
assay / compound | 9 | 10 | 11 | 12 | 13 | 14 | 15 | 16
GCN5L2 inh | 1% | -12% | -22% | -5% | ? | -1% | -6% | -2%
TDP1 block | 5% | 0% | . | 4% | 0% | -2% | 6% | 9%
TDP1 cell noCPT | ? | -13% | 23µM* | -4% | ? | 18µM* | -25% | ?

#17 CN1c2ccccc2Oc2nnc(Cl)cc21
#18 N#Cc1ccc(CN2CCN(C(=O)c3cccc(S(=O)(=O)N4CCCCCC4)c3)CC2)cc1
#19 COc1cc(NC(=S)N2CCCC2)cc(OC)c1
#20 Cc1ccc(CCNc2nc3ccccc3c3nc(-c4ccccc4)nn23)cc1
#21 CC(=O)N1CCN(CC(O)COc2ccc(S(=O)(=O)N3CCOCC3)cc2)CC1 (stereo unspecified)
#22 CN(C)/C=C/c1[nH]c(=O)[nH]c(=O)c1[N+](=O)[O-]
#23 CC(C)c1ccc(/C=N/NC(=O)C2CCCC2)cc1
#24 CCc1nc2ccccc2n1CC(C)C(=O)O (stereo unspecified)
assay / compound | 17 | 18 | 19 | 20 | 21 | 22 | 23 | 24
GCN5L2 inh | -8% | 1% | 3% | 1% | -7% | -8% | -13% | 0%
TDP1 block | -4% | 1% | 1% | -1% | 3% | . | 2%[56.1 µM] | 2%
TDP1 cell noCPT | -22% | ? | 26% | ? | -6% | -23% | ? | -2%

Gathered by group: those above with an NH in an aromatic ring
#7 O=C(CSc1nc(-c2ccco2)nc2cc(=O)[nH]n12)Nc1ccccc1Cl
#14 CCCCNC(=O)c1cc(-c2ccc(OC)cc2)nc2n[nH]c(-c3cccc([N+](=O)[O-])c3)c12
#22 CN(C)/C=C/c1[nH]c(=O)[nH]c(=O)c1[N+](=O)[O-]
assay / compound | 7 | 14 | 22
GCN5L2 inh | 18% | -1% | -8%
TDP1 block | . | -2% | .
TDP1 cell noCPT | 3% | 18µM* | -23%

Following part.
#25 Fc1ccc(-c2cc(C(F)(F)F)nc(N3CCCCC3)n2)cc1
#26 N=c1n(CCN2CCCCC2)c2ccccc2n1CC(O)COc1ccc(Cl)cc1Cl (stereo unspecified)
#27 Cc1cccc(-n2c(N)cc(=O)nc2SCC(=O)Nc2nnc(C)s2)c1
#28 COc1ccc(Nc2nc(Nc3ccc(OC)cc3OC)nc(N3CCOCC3)n2)c(OC)c1
#29 Nc1nc(CSc2ncn(-c3ccccc3)n2)cs1
#30 CC12CCC(C/C1=N\N=C1\NC(=O)/C(=C\c3cccc(Br)c3)S1)C2(C)C (stereo unspecified)
#31 CCN(CC)S(=O)(=O)c1ccc(N2CCOCC2)c(NS(=O)(=O)c2cccs2)c1
#32 Cn1cc(SCC(=O)O)c2ccccc21
assay / compound | 25 | 26 | 27 | 28 | 29 | 30 | 31 | 32
GCN5L2 inh | -3% | 0% | 1% | -3% | -12% | -20% | 0% | 0%
TDP1 block | -5% | . | 0% | . | 4% | 3% | 0%[56.1 µM] | 2%
TDP1 cell noCPT | 5% | 4.6µM* | 4% | 13µM* | -11% | ? | 3% | 0%

#33 CC(CCc1ccccc1)NC(=O)COC(=O)c1cccs1 (stereo unspecified)
#34 COc1ccc(C2CC(c3ccc(C(F)(F)F)cc3)=NN2c2ccc(S(N)(=O)=O)cc2)cc1 (stereo unspecified)
#35 CC(CCc1ccccc1)NC(=O)c1ccc(Br)o1 (stereo unspecified)
#36 CCCC(=O)Nc1sc(C)c(C)c1C(=O)Nc1cccc(C)c1
#37 O=C(CCNS(=O)(=O)c1cccc2nsnc12)NCc1ccccc1
#38 CN1CCN(CCC(=O)N/N=C/C=C2\N(C)c3ccccc3C2(C)C)CC1
#39 CC(C)(C)C(=O)Cn1c(NCCO)nc2ccccc21
#40 CC1Cc2cc(S(=O)(=O)NCc3ccccc3Cl)ccc2N1C(=O)C1CCC1 (stereo unspecified)
assay / compound | 33 | 34 | 35 | 36 | 37 | 38 | 39 | 40
GCN5L2 inh | 2% | 1% | -12% | -2% | -2%&1% | -2% | -1% | -17%
TDP1 block | 3% | -10%[56.1 µM] | 6% | 1% | 1%&9% | ? | 0% | -1%
TDP1 cell noCPT | -15% | ? | -27% | -7% | -2%&-3% | ? | -3% | 7.3µM*

#41 Cc1c(NC(=O)CN2C(=O)NC3(CCCCC3C)C2=O)cccc1[N+](=O)[O-] (stereo unspecified)
#42 CCCCN(C(=O)c1cnc2n(c1=O)CCS2)c1ccccc1
#43 O=C1CC(Sc2nnnn2-c2ccccc2)C(=O)N1c1cccc(Cl)c1 (stereo unspecified)
#44 CCS(=O)(=O)N1CCC(C(=O)Nc2cccc(C(C)=O)c2)CC1
#45 CCOc1ccc(NC(=S)NNc2ccnc3cc(Cl)ccc23)cc1
#46 CCn1c(=O)c(C(=O)CN2CCCc3ccccc32)c(N)n(Cc2ccccc2)c1=O
#47 O=c1c2c(nc3n1CCCCC3)sc1c(O)c(Br)ccc12
#48 Cc1cc(N2CCOCC2)n2cc(-c3ccccc3)nc2n1
assay / compound | 41 | 42 | 43 | 44 | 45 | 46 | 47 | 48
GCN5L2 inh | -2% | -2% | 0% | -4% | -23% | -15% | -6% | -8%
TDP1 block | 1% | 1% | 3% | 0% | 5% | 9%&7% | -3% | 0%
TDP1 cell noCPT | 7% | -15% | 3.7µM* | -8% | 13µM* | ? | -20% | 4%

#49 Cc1noc(C)c1-c1cncnc1NCc1cccnc1
#50 CCN(CC)S(=O)(=O)c1ccc(C)c(NC(=S)N2CCN(Cc3ccc4c(c3)OCO4)CC2)c1
#51 Cc1ccc(-c2[nH]ncc2/C=N/n2c(COc3ccccc3C)nc3ccccc3c2=O)cc1
#52 COc1ccccc1CNC(=O)Cn1ccc2cc(S(=O)(=O)N3CCCC3)ccc21
#53 COC(=O)CCC(C)C1CCC2C3C(C[C@H](O)C12C)C1(C)CC[C@@H](O)CC1C[C@H]3O (stereo partly specified)
#54 COCCNC(=O)Cn1cc(C(=S)N2CCOCC2)c2ccccc21
#55 CCN(C(=O)C1CCC(CNS(=O)(=O)c2cccc3nsnc23)CC1)c1ccc(C)c(C)c1 (stereo unspecified)
#56 Cc1cc(=O)oc2cc(OCC(=O)NCCCn3ccnc3)ccc12
assay / compound | 49 | 50 | 51 | 52 | 53 | 54 | 55 | 56
GCN5L2 inh | -17% | -9% | 4% | -3% | -7% | 9% | -8% | -5%
TDP1 block | . | -10% | 3% | 2% | 5% | 0% | 7% | 3%
TDP1 cell noCPT | 2% | 21µM* | 16µM* | -10% | ? | -6% | 26µM* | -8%

#57 CC(Oc1ccc(O)cc1)(P(=O)(O)O)P(=O)(O)O
#58 O=C1c2ccccc2C(=O)N1c1ccc(Cl)cc1
#59 CCc1cnc2c(c1SCC(=O)NCc1ccc(F)cc1)c(=O)n(C)c(=O)n2C
#60 CCCNC(=O)c1ccc2c(c1)CCN2S(C)(=O)=O
#61 C=C(C)[C@@H](O)COc1c2ccoc2cc2oc(=O)ccc12
#62 CC1CCC(NC(=O)CSc2nncs2)CC1 (stereo unspecified)
#63 O=C(N/N=C\c1cccnc1)c1ccccc1O
#64 COC(=O)[C@H](Cc1ccccc1)NC(=O)[C@@]1(C)C[C@@H]1[C@@H](NC(=O)OCc1ccccc1)c1ccccc1
assay / compound | 57 | 58 | 59 | 60 | 61 | 62 | 63 | 64
GCN5L2 inh | -12% | -13% | -1% | -16% | -1% | -17% | -4% | -13%
TDP1 block | 7% | 0%&1% | 0% | 5% | 0% | . | . | 4%&5%
TDP1 cell noCPT | -9% | . | ? | 11% | -9% | -7% | -5% | ?

Six neighbouring entries from above, quoted:
#59 CCc1cnc2c(c1SCC(=O)NCc1ccc(F)cc1)c(=O)n(C)c(=O)n2C
#60 CCCNC(=O)c1ccc2c(c1)CCN2S(C)(=O)=O
#61 C=C(C)[C@@H](O)COc1c2ccoc2cc2oc(=O)ccc12
#62 CC1CCC(NC(=O)CSc2nncs2)CC1 (stereo unspecified)
#63 O=C(N/N=C\c1cccnc1)c1ccccc1O
#64 COC(=O)[C@H](Cc1ccccc1)NC(=O)[C@@]1(C)C[C@@H]1[C@@H](NC(=O)OCc1ccccc1)c1ccccc1
assay / compound | 59 | 60 | 61 | 62 | 63 | 64
GCN5L2 inh | -1% | -16% | -1% | -17% | -4% | -13%
TDP1 block | 0% | 5% | 0% | . | . | 4%&5%
TDP1 cell noCPT | ? | 11% | -9% | -7% | -5% | ?

(next part)
#65 CCN(Cc1ccccc1)C(c1ccc(C)cc1)c1nnnn1C(C)(C)C (stereo unspecified)
#66 O=C(CN(c1ccc(Cl)cc1)S(=O)(=O)c1ccc(Cl)c([N+](=O)[O-])c1)NCCc1ccccc1
#67 Cc1ccccc1NS(=O)(=O)c1ccc(C)c(C(N)=O)c1
#68 Fc1ccc(/C=N/n2c(COc3ccccc3)n[nH]c2=S)cc1
#69 CSc1nc2c(c(=O)[nH]1)C(c1ccccc1Cl)CC(=O)N2 (stereo unspecified)
#70 Cc1cccc(NC(=O)CCCN2C(=O)c3ccccc3C2=O)n1
#71 CCOc1ccc(OCC)c(NC(=O)C2CCN(S(=O)(=O)c3c(C)[nH]c(=O)[nH]c3=O)CC2)c1
#72 CCN(C(=O)COC(=O)c1c(C)nsc1NC)c1ccccc1
assay / compound | 65 | 66 | 67 | 68 | 69 | 70 | 71 | 72
GCN5L2 inh | 0% | 11% | -8% | -16% | -2% | 1% | -3% | -7%
TDP1 block | 1% | -5% | 3% | . | -5% | 4% | 2% | 1%
TDP1 cell noCPT | ? | ? | -6% | -5% | -25% | -12% | ? | -25%

#73 Nc1nc(SCC(=O)NCCCN2CCOCC2)nc2sc3c(c12)CCC3
#74 O=C(NNC(=O)c1ccc([N+](=O)[O-])cc1)c1ccc(NS(=O)(=O)c2cccs2)cc1
#75 Cc1cc(=O)[nH]c2nnc(SCc3ccc(Cl)cc3)n12
#76 Cc1cc(C)nc(NS(=O)(=O)c2ccc(NS(=O)(=O)c3ccc(C#N)cc3)cc2)n1
#77 Cc1c(Cl)cccc1NC(=O)C1=COCCO1
#78 O=S(=O)(NCC(c1cccnc1)N1CCc2ccccc2C1)c1ccccc1 (stereo unspecified)
#79 CCC(C)[C@H](NC(=O)N1CCN(c2cccc(C(F)(F)F)c2)CC1)C(=O)OC (stereo partly specified)
#80 Cc1ccc(OCC(=O)Nc2ccc(NC(=O)c3cccs3)cc2)c(C)c1
assay / compound | 73 | 74 | 75 | 76 | 77 | 78 | 79 | 80
GCN5L2 inh | 15% | -9% | -18% | -3% | -1% | 0% | -2% | -1%
TDP1 block | 8% | 1% | 8% | 4% | 1% | 3% | 8% | 2%
TDP1 cell noCPT | 1% | -7% | -6% | -2% | -3% | -6% | 21µM* | -29%

High-throughput results from PubChem.

This is a subset; the hit share may differ from the screen's.
